Screens from PubChem BioAssay.
GDH-TPI inh = inhibits GDH-TPI coupling enzymes, artifact for Mtb FBA screen; GDH-TPI coupled enzyme counterscreen, NADH absorbance; inhibition, % at 4.8 µM; hit rate 1.2% among 360,000; in the data active = inhibition above about 30%;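 also: 0% = DMSO wells and 100% = wells lacking the enzyme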
BioA inh = blocks M. tuberculosis BioA enzyme activity | AID 602481 | purified M. tuberculosis BioA enzyme, plate reader | hit rate 0.096% among 360,000 | inhibition, % at 9.99 µM; in the data active = inhibition above about 40%; inconclusive = no clear call, values can overlap the other calls
PfHsp40 rescue = restores yeast growth despite PfHsp40 toxicity | growth rescue, % at 12.5 µM | S. cerevisiae expressing PfHsp40, growth rescue, ATP luminescence | hit rate 0.68% among 340,000 | AID 504582; in the data active = growth rescue above about 28%, passing the limit was not always enough; inconclusive = no clear call, values can overlap the other calls;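 also: yeast W303a lacking pdr1 and pdr3 grown in galactose medium; growth measured after three days at 30 °C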
UGM FP inh = blocks M. tuberculosis UGM enzyme. hit rate 0.06% among 320,000. P9WIQ1. inhibition, % at 10 µM. purified UGM, fluorescence polarization probe displacement; in the data active = inhibition above about 10%, passing the limit was not always enough; inconclusive = no clear call, values can overlap the other calls
BoNT F protease = inhibitors of Botulinum neurotoxin F light chain protease. Multiplex microsphere protease cleavage assay, flow cytometry. inhibition, % at 10 µM. hit rate 0.22% among 360,000; in the data active = inhibition above about 35%, passing the limit was not always enough; inconclusive = no clear call, values can overlap the other calls; also: plate controls were buffer without enzyme for full effect and enzyme alone for no effect
FadD28 binding = M. tuberculosis FadD28 bisubstrate binding inhibition; hit rate 0.22% among 360,000; FadD28 bisubstrate probe binding, fluorescence polarization; AID 588549; inhibition, % at 12.5 µM; in the data active = inhibition above about 8.5%, passing the limit was not always enough; inconclusive = no clear call, values can overlap the other calls
FBA Mtb inh = inhibits M. tuberculosis FBA enzyme; purified M. tuberculosis FBA, fluorescence read-out; inhibition, % at 1 µM; P9WQA3; hit rate 2.3% among 360,000; in the data active = inhibition above about 27%;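 also: 0% = vehicle and 100% = reference inhibitor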
Anthrax LF inh2 = anthrax lethal factor protease inhibition. multiplex microsphere protease cleavage assay, LF. inhibition, % at 10 µM. hit rate 0.12% among 360,000. P15917. AID 588501; also: plate controls were buffer without enzyme for full effect and enzyme alone for no effect
Target sequence (P15917 whole entry, looked up): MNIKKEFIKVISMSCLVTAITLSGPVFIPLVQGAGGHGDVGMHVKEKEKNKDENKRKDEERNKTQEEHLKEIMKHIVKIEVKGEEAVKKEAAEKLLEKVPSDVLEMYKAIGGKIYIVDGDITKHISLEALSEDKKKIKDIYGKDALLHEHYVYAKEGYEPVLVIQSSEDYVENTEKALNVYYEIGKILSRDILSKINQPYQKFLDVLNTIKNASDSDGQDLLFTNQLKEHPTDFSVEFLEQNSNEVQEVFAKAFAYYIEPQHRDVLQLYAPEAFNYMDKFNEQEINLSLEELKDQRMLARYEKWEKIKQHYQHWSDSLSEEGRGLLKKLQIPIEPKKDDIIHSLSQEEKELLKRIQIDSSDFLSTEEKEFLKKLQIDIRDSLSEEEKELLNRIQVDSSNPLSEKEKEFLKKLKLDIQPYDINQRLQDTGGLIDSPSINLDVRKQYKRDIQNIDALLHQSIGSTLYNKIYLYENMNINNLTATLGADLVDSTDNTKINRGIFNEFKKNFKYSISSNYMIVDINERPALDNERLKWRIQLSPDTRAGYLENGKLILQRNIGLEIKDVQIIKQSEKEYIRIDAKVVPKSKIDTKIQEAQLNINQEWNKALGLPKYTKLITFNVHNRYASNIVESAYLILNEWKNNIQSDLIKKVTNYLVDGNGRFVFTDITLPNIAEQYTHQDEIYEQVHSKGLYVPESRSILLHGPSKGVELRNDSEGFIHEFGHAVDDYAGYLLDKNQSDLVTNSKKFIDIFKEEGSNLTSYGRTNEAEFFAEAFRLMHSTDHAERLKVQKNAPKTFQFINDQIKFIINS
BoNT A protease = inhibitors of Botulinum neurotoxin A light chain protease; inhibition, % at 10 µM; multiplex microsphere protease substrate cleavage, flow cytometry; hit rate 0.17% among 360,000; also: plate controls were buffer without enzyme for full effect and enzyme alone for no effect
An asterisk follows results filed as active; u = inconclusive; x = not tested or not shown. Rule as the data show it, unless noted: active = inhibition above about 30%; inconclusive = no clear call, values can overlap the other calls; inactive = below that. This is a random part of the collection, and some 4.7% of all compounds hit somewhere here.

SMILES | GDH-TPI inh | BioA inh | PfHsp40 rescue | UGM FP inh | BoNT F protease | FadD28 binding | FBA Mtb inh | Anthrax LF inh2 | BoNT A protease
Cc1ccc(CN2CC(C(=O)Nc3ccc(C)cn3)CC2=O)cc1 (configuration not stated) | 11 | x | 1.6 | x | 3 | -1.3 | 4 | -4 | -3.0
CC(=O)NC(c1ccco1)c1ccc2cccnc2c1O (configuration not stated) | 6 | -2.1 | 7.2 | 1.7 | -7 | 0.5 | 2 | -5 | -0.7
Cc1ccc(S(=O)(=O)N/N=C\c2ccc(C)o2)cc1 | 6 | x | -0.4 | 2.2 | 4 | -0.4 | 0 | 0 | 0.7
Cc1ccc(S(=O)(=O)N2CCCCC2)cc1NC(=O)CNc1ccccc1N1CCCC1=O | -4 | 9.2 | 0.9 | -1.0 | 0 | x | 0 | 4 | 1.5
CC(C(=O)N1CCN(C=O)CC1)N1C(=O)c2ccccc2C1=O (configuration not stated) | 2 | 0.2 | -0.4 | -0.8 | 15 | -1.4 | 2 | 2 | 0.5
O=C(Nc1ccnn1C1CCN(Cc2cccc(OCCO)c2)CC1)C1CCCC1 | 2 | -1.6 | 0.5 | 0.9 | 2 | -2.9 | 1 | -3 | 3.2
O=C(Cc1ccc([N+](=O)[O-])cc1)N1CCCCCC1 | 5 | x | 0.5 | -2.6 | -10 | -4.7 | 0 | 0 | 0.6
CC(=O)N1CCc2c(sc(NC(=O)c3ccc([N+](=O)[O-])o3)c2C(N)=O)C1 | 23 | 1.5 | x | x | -6 | 1.2 | -13 | -1 | -0.3
Cc1ccc(-c2cccc(OC(=O)c3ccccc3F)c2)cc1 | 5 | -2.1 | -0.3 | 4.7 | -1 | -2.3 | 1 | -8 | 0.2
COc1cccc2c1cc([N+](=O)[O-])c1c(C(=O)O)cc3c(c12)OCO3 | 6 | -0.1 | -1.8 | x | -3 | -3.1 | -4 | 2 | -0.1
Cc1noc(C)c1COc1ccc(C(=O)Nc2ccccc2)cc1 | -3 | x | -1.9 | 0.1 | -1 | -1.1 | -2 | -5 | -0.4
CCOc1ccc(C(=S)N2CCCC2)cc1OC | 10 | -0.2 | -0.4 | -0.3 | 0 | 1.0 | 1 | 0 | -0.3
COc1cc2c(cc1OC)C(C)N(CC(=O)Nc1ccc(S(=O)(=O)N3CCCC3)cc1)CC2 (configuration not stated) | -7 | x | 1.4 | -2.6 | 2 | -2.7 | 4 | 4 | 1.3
COc1ccc(NC(=O)C[C@H]2C(=O)N(c3ccccc3)C[C@@H]2C)cc1 | 0 | 2.6 | x | x | -6 | -2.4 | -2 | 1 | -0.6
Cc1cc(N)nc(C)c1C#N | 1 | -0.4 | -1.2 | 1.1 | 2 | -3.6 | -3 | 2 | 0.0
Cc1ccc(S(=O)(=O)N2CCN(S(=O)(=O)c3ccc(C)cc3)C3OCCOC32)cc1 (configuration not stated) | 7 | -0.5 | -0.9 | -2.4 | -2 | -3.0 | 2 | -1 | -1.5
CN(C)c1cccc(C(=O)OCC(=O)Nc2ccccc2Sc2ccccc2)c1 | -2 | x | -1.5 | -1.7 | -1 | -3.9 | 6 | -3 | 0.2
COc1cc(C2NC(=O)NC(c3ccccc3)=C2C(C)=O)c(Br)c(Br)c1O (configuration not stated) | 13 | -0.7 | -2.4 | 0.3 | 7 | 0.5 | 0 | -5 | 0.1
O=C(NCc1cccnc1)c1ccc2sc([C@@H]3O[C@H](CO)[C@H](O)[C@H](O)[C@H]3O)nc2c1 | 7 | -2.0 | x | x | -7 | -0.3 | 2 | -6 | -0.1
Cc1ccc(S(=O)(=O)c2nc(-c3ccccc3)oc2SCC(=O)NCC2CCCO2)cc1 (configuration not stated) | 1 | 6.5 | -0.2 | -1.4 | 4 | -2.5 | -1 | -1 | -0.3
CN1C(=O)/C(=C/c2ccc(N3CCCCCC3)o2)C(=O)NC1=S | 6 | x | 0.1 | 0.8 | 6 | 0.4 | -10 | 1 | 1.3
Nc1nonc1-n1nnc(C(=O)N/N=C/c2cc(Br)ccc2O)c1CNc1ccccc1 | 10 | -0.3 | -0.3 | -0.2 | 5 | -3.0 | 7 | 4 | 2.2
COCCN(C(=O)COC(=O)/C=C/c1ccc(C(F)(F)F)cc1)c1c(N)n(Cc2ccccc2)c(=O)[nH]c1=O | 6 | -3.0 | 0.1 | 1.5 | 1 | -2.4 | -2 | -1 | 0.5
COc1cccc(C2=NOC(C(=O)Nc3cccc(C(C)=O)c3)C2)c1 (configuration not stated) | -6 | x | 0.8 | 0.8 | 11 | 5.0 | -1 | -3 | 8.9
COc1cccc2sc3cc(NCc4ccc(C)o4)ccc3c(=O)c12 | 15 | -1.8 | 1.1 | -0.5 | -2 | -0.5 | 26 | -4 | 1.0
Cc1cc(C(=O)Nc2nccs2)c2cc(F)ccc2n1 | 28 | x | 0.4 | 1.8 | u | -0.6 | 3 | -1 | 0.8
COC(=O)c1ccc2c(=O)[nH]c(COC(=O)CCC(=O)c3ccc(Cl)cc3)nc2c1 | 9 | -0.9 | 0.4 | 0.5 | -1 | -1.2 | 6 | -5 | -1.4
Cc1nn(-c2ccccc2)c(C)c1/C=C/C(=O)OCC(=O)Nc1ccc(C(N)=O)cc1 | 8 | -0.1 | 4.7 | 4.8 | -4 | -1.5 | 5 | -5 | -0.1
c1ccc(C2Nc3ccccc3C3OCCCC23)cc1 (configuration not stated) | 14 | -3.5 | -0.5 | -2.2 | -12 | -2.5 | 1 | -5 | -3.2
COc1cc(S(=O)(=O)NCc2cccnc2)ccc1F | -4 | x | -1.4 | 0.3 | 0 | -0.5 | -2 | -4 | 0.8
Cc1ccc(CNC(=O)c2nnc(Cc3ccc(Cl)cc3)o2)cc1 | 4 | -2.6 | 2.4 | 2.0 | 4 | -2.3 | -2 | -4 | -1.0
COc1ccc(C(=O)Oc2c(OC)cc(C(=S)N3CCOCC3)cc2OC)cc1OC | 2 | -0.6 | 0.9 | 0.0 | x | -2.6 | 2 | x | x
COc1cc(C(=O)NNC(=O)CCOc2ccccc2C)cc(OC)c1OC | 9 | -1.1 | -0.3 | 0.3 | -2 | 0.4 | 7 | 3 | -0.3
Cc1ccc(Cc2cncc(O)c2)cc1S(=O)(=O)O | -8 | -0.6 | -2.7 | 1.0 | x | -1.3 | -3 | x | x
CCCOC1CCCN(C(=O)c2cc(COc3cncc(Cl)c3)on2)C1 (configuration not stated) | 5 | 2.3 | -0.2 | x | -5 | -3.4 | 1 | -3 | -4.8
COC(=O)[C@]1(C)N[C@H](CN(C)C(=O)NC(C)C)[C@@H]2C(=O)N(Cc3ccccc3)C(=O)[C@@H]21 | 7 | -0.2 | -0.9 | 2.5 | 1 | -1.5 | -1 | -8 | -0.4

3 structures out of the list, arranged by length of the SMILES, largest number first.
SMILES | GDH-TPI inh | BioA inh | PfHsp40 rescue | UGM FP inh | BoNT F protease | FadD28 binding | FBA Mtb inh | Anthrax LF inh2 | BoNT A protease
COc1cc(C(=O)NNC(=O)CCOc2ccccc2C)cc(OC)c1OC | 9 | -1.1 | -0.3 | 0.3 | -2 | 0.4 | 7 | 3 | -0.3
Cc1ccc(CNC(=O)c2nnc(Cc3ccc(Cl)cc3)o2)cc1 | 4 | -2.6 | 2.4 | 2.0 | 4 | -2.3 | -2 | -4 | -1.0
Cc1cc(C(=O)Nc2nccs2)c2cc(F)ccc2n1 | 28 | x | 0.4 | 1.8 | u | -0.6 | 3 | -1 | 0.8

(list continues)
SMILES | GDH-TPI inh | BioA inh | PfHsp40 rescue | UGM FP inh | BoNT F protease | FadD28 binding | FBA Mtb inh | Anthrax LF inh2 | BoNT A protease
Cc1ccc(/C=N/N2CCN(Cc3ccccc3)CC2)o1 | 13 | x | -1.4 | -1.8 | -9 | -0.3 | 1 | 0 | -0.9
COc1cccc(CN(C(=O)COc2ccccc2[N+](=O)[O-])C2CCS(=O)(=O)C2)c1 (configuration not stated) | 1 | -1.5 | -0.6 | 1.3 | 0 | 0.1 | 4 | -1 | 1.2
COCCCN(C(=O)c1cc2c(s1)CCCCC2)c1c(N)n(Cc2ccccc2)c(=O)[nH]c1=O | -1 | -1.2 | -0.4 | -1.2 | 13 | -2.7 | 2 | -2 | 4.5
COC(=O)c1c(NC(=S)Nc2ccc(F)cc2[N+](=O)[O-])sc2c1CCCCC2 | 6 | 0.7 | 0.4 | 0.1 | 13 | -2.5 | -2 | 6 | 7.4
CCc1ccc2c(c1)C(NC(C)=O)C(=O)N2CCN1CCOCC1 (configuration not stated) | 5 | -0.9 | -3.4 | 1.2 | -44 | 1.8 | 14 | -11 | -7.4
Cc1cc(=O)[nH]c(COc2ccccc2)n1 | 5 | 8.8 | 0.2 | -0.4 | -16 | 1.0 | 4 | -1 | -0.4
O=C(O)c1c(NC(=O)N(CCO)Cc2ccccc2)sc2c1CCCC2 | 3 | -0.3 | 0.2 | -0.2 | 19 | -0.7 | 6 | -6 | -1.6
CCOC(=O)C1C(C(=O)OCC)C(C)(C)C1N(C)C (configuration not stated) | 3 | 1.0 | x | x | 0 | -2.9 | -4 | 9 | -0.5
C(=C\c1ccccc1)/CN1CCN(C(CCc2ccccc2)c2nnnn2-c2ccc3c(c2)OCCO3)CC1 (configuration not stated) | x | 1.1 | x | x | -4 | -1.3 | 1 | 0 | -0.1
O=C(O)CCCCCNCc1ccncc1 | -1 | -2.9 | -2.0 | 1.7 | -6 | -2.9 | 0 | -1 | -1.1
COc1ccc(CCNC(=O)C2CCN(c3nn4c(=O)cc(C)nc4s3)CC2)cc1OC | 4 | -0.9 | 1.9 | 2.2 | 0 | 0.3 | -2 | -2 | 0.5
Cc1cccc(C(=O)Oc2csc(=S)n2C(=O)c2cccc(C)c2)c1 | 7 | 0.5 | 6.1 | -1.2 | 17 | u | -8 | 0 | 1.4
CSc1ccccc1C(=O)C1CCCN(Cc2c(C)n(C)n(-c3ccccc3)c2=O)C1 (configuration not stated) | 2 | x | -1.8 | -1.8 | -9 | -4.6 | -5 | -7 | -0.6
c1ccc2c(NC3C4CC5CC(C4)CC3C5)nc(N3CCOCC3)nc2c1 (configuration not stated) | 7 | x | 3.0 | 1.2 | -3 | -3.8 | 38* | -2 | 0.9
C/C(=N\NC(N)=O)c1ccccc1 | 0 | x | -0.6 | 3.0 | -4 | -4.0 | -3 | 4 | 0.3
O=C(OCCN1C(=O)c2cccc3c(N4CCOCC4)ccc(c23)C1=O)c1ccc(Cl)cc1 | 8 | x | -1.0 | u | 12 | -1.8 | 1 | 12 | 34*
COc1cc(C(=S)N2CCOCC2)ccc1OS(=O)(=O)c1ccccc1[N+](=O)[O-] | -2 | x | 0.9 | 1.1 | -1 | -3.6 | -5 | 1 | 0.0

Of the compounds above, these have a nitro group on carbon:
SMILES | GDH-TPI inh | BioA inh | PfHsp40 rescue | UGM FP inh | BoNT F protease | FadD28 binding | FBA Mtb inh | Anthrax LF inh2 | BoNT A protease
O=C(Cc1ccc([N+](=O)[O-])cc1)N1CCCCCC1 | 5 | x | 0.5 | -2.6 | -10 | -4.7 | 0 | 0 | 0.6
CC(=O)N1CCc2c(sc(NC(=O)c3ccc([N+](=O)[O-])o3)c2C(N)=O)C1 | 23 | 1.5 | x | x | -6 | 1.2 | -13 | -1 | -0.3
COc1cccc2c1cc([N+](=O)[O-])c1c(C(=O)O)cc3c(c12)OCO3 | 6 | -0.1 | -1.8 | x | -3 | -3.1 | -4 | 2 | -0.1
COc1cccc(CN(C(=O)COc2ccccc2[N+](=O)[O-])C2CCS(=O)(=O)C2)c1 (configuration not stated) | 1 | -1.5 | -0.6 | 1.3 | 0 | 0.1 | 4 | -1 | 1.2
COC(=O)c1c(NC(=S)Nc2ccc(F)cc2[N+](=O)[O-])sc2c1CCCCC2 | 6 | 0.7 | 0.4 | 0.1 | 13 | -2.5 | -2 | 6 | 7.4
COc1cc(C(=S)N2CCOCC2)ccc1OS(=O)(=O)c1ccccc1[N+](=O)[O-] | -2 | x | 0.9 | 1.1 | -1 | -3.6 | -5 | 1 | 0.0
